GAA850 FXN act: activators of GAA850 frataxin (FXN) promoter. HEK293 lucGAA850 FXN promoter luciferase reporter, 24 h; percent of 10 µM SAHA response. activation, % at 6 µM. hit rate 0.56% among 360,000. AID 540364;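 active means activation above the average of all compounds screened plus 3 SD, cutoff fixed separately per campaign, cut at about 7.5% in these data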;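 further: 0% = DMSO wells and 100% = 10 µM SAHA wells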
ssDAF12 agonist: activators of S. stercoralis DAF-12 nuclear receptor; HEK293 ssDAF-12/GRIP1 lit1-tk-luc reporter, luminescence; % of 3 µM dafachronic acid response; activation, % at 6.8 µM; hit rate 1% among 370,000; AID 652126;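 active means activation above the mean over all tested compounds plus 3 SD, cut at about 0.9% in these data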;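 further: 0% = DMSO-only wells and 100% = 3 µM delta7-dafachronic acid wells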
DAX1 inh-1: inhibitors of DAX1 repression of SF-1 activated StAR promoter | AID 652010 | inhibition, % at 6.8 µM | hit rate 1.1% among 370,000 | HEK293T StAR-luciferase reporter, SF-1/DAX-1 repression relief;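 active means inhibition above the mean over all tested compounds plus 3 SD, cut at about 3.6% in these data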;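 further: 0% = DAX-1 cells with DMSO and 100% = cells lacking DAX-1 with DMSO; higher inhibition means more luminescence from relief of DAX-1 repression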
ADAM10 inh: ADAM10 inhibition, QFRET primary screen | hit rate 0.62% among 370,000 | inhibition, % at 7 µM | recombinant ADAM10, EDANS/DABCYL FRET peptide cleavage, 3 h | AID 720582;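 active means inhibition above a per-campaign cutoff equal to the mean of compounds falling between control-based bounds plus 3 SD, cut at about 20% in these data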;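 further: 0% = DMSO wells while the 100% control is not disclosed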
Target sequence (O14672 214-748 limits assumed): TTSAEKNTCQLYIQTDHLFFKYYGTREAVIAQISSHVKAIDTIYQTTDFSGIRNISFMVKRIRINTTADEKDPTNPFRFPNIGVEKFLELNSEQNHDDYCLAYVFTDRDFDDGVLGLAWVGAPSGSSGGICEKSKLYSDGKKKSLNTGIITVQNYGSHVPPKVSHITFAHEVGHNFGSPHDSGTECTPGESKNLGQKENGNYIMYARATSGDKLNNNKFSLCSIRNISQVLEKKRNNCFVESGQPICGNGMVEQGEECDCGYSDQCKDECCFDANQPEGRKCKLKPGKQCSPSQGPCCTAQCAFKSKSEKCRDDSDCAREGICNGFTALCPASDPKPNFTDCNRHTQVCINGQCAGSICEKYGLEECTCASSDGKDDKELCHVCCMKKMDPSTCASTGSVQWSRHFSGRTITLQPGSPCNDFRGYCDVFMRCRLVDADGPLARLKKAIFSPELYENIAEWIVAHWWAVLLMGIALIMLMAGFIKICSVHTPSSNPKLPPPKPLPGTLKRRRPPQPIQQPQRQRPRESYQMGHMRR
PLC-gamma1 inh: PLC-gamma1 (human) inhibition, primary screen | P19174 | purified PLC-gamma1, fluorogenic substrate, fluorescence | inhibition, % at 12.2 µM | hit rate 0.84% among 370,000 | AID 720700; in the data active means inhibition above about 9.5%
PLC-beta3 inh: PLC-beta3 (human) inhibition, primary screen | hit rate 0.18% among 370,000 | Purified PLC-beta3, fluorogenic substrate, fluorescence | inhibition, % at 12.2 µM | Q01970; in the data active means inhibition above about 11%;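 further: 0% = median of compound wells on plate and 100% = full blocker control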
hcDAF-12 act: activates DAF-12 receptor from parasite H. contortus | HEK293 hcDAF-12 lit1-tk-luc reporter, luminescence; 0% DMSO, 100% Δ7-dafachronic acid | activation, % at 6.8 µM | hit rate 1.4% among 370,000 | AID 652067;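 active means activation above the mean of all tested compounds plus 3 SD, cut at about 5.5% in these data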;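 further: 100% = response to 3 µM Δ7-dafachronic acid high control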
DAX1 inh-2: inhibits human nuclear receptor DAX1 | AID 504766 | inhibition, % at 6.75 µM | hit rate 0.99% among 340,000 | P51843 | HEK293 Gal4-DAX1 luciferase reporter, luminescence;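 active means inhibition above the mean over all tested compounds plus 3 SD, cut at about 4.2% in these data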;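 further: 0% = DAX1-transfected cells with DMSO and 100% = empty-vector control cells with DMSO; inhibition shows as a rise in luminescence from relieved DAX1 repression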
Target sequence (P51843 207-470 limits assumed): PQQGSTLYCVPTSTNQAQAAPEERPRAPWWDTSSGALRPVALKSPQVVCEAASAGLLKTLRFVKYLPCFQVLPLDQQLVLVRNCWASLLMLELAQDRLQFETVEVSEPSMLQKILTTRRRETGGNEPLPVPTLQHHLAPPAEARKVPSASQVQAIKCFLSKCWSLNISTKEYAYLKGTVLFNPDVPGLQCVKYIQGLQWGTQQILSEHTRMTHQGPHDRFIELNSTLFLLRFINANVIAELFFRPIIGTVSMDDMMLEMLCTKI
ADAM17 inh: ADAM17 inhibition, QFRET primary screen; AID 720648; recombinant ADAM17, EDANS/DABCYL FRET peptide cleavage; P78536; hit rate 0.83% among 370,000; inhibition, % at 6.95 µM;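 active means inhibition above the mean of compounds lying between control limits plus 3 SD, set per campaign, cut at about 8.5% in these data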;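 further: 0% = DMSO-only wells as the low control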
hgDAF-12 ag: agonists of H. glycines DAF-12 nuclear receptor; HEK293 GAL4-hgDAF12 UAS-luciferase reporter, agonist luminescence; normalized to butyrate control; activation, % at 6.8 µM; hit rate 1.8% among 370,000; AID 687014;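 active means activation above a cutoff set at the mean of all screened compounds plus 3 SD, cut at about 10% in these data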;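 further: 0% = DMSO wells and 100% = sodium butyrate wells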
HGIII-sPLA2 inh: Blocks human group III sPLA2 activity. Q9NZ20. QFRET BODIPY PC-A2 liposome hydrolysis, fluorescence. AID 743126. hit rate 0.56% among 370,000. inhibition, % at 12.2 µM;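 active means inhibition above mean plus 3 SD of compounds lying within the high and low control bounds, cut at about 19% in these data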;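 further: 0% = median of test compound wells and 100% = no enzyme DMSO wells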
* marks the source's active call; other numbers are inactive results; x = not tested or not shown.

SMILES	GAA850 FXN act	ssDAF12 agonist	DAX1 inh-1	ADAM10 inh	PLC-gamma1 inh	PLC-beta3 inh	hcDAF-12 act	DAX1 inh-2	ADAM17 inh	hgDAF-12 ag	HGIII-sPLA2 inh
CC1CC(=O)N(Cc2ccccc2)c2ccccc2N1C=O (configuration not stated)	-2.0	-1.6	-0.6	3	2	3	1.2	0.8	-2	0.8	0
COCCNC(=O)C1(C)CCCN(CCSc2ccccc2)C1 (configuration not stated)	2.8	-0.8	0.4	-3	0	0	0.1	x	-3	1.3	-3
CCOc1ccc(/C=C2\SC(=O)N(CCNC(=O)C3COc4ccccc4O3)C2=O)cc1OC (configuration not stated)	-1.4	-1.3	0.2	-7	-1	-5	-0.4	-1.5	-2	-1.2	2
O=C(COC(=O)Cc1cccc(C(F)(F)F)c1)Nc1ccccc1	-0.2	-1.4	-0.2	0	1	3	-3.3	-0.5	-2	-1.1	-5
COc1ccc(-c2[nH]nc3c2C(c2ccsc2)C(C#N)=C(N)O3)cc1 (configuration not stated)	0.2	-0.9	-0.8	-6	-10	-14	2.8	1.7	-7	-0.2	-31
COc1ccc(S(=O)(=O)O)cc1P(=O)(c1ccccc1)c1ccccc1	-1.2	-0.8	-0.3	-1	0	0	1.2	2.8	-4	-0.1	0
Cc1nc(C(F)(F)F)ccc1C(=O)N1CCCC(C)(C(=O)O)C1 (configuration not stated)	1.8	-0.9	-0.6	3	1	5	-0.7	x	-2	-0.4	5
Cn1c(=O)[nH]c(=O)c2c1nc(N1CCOCC1)n2CCCSc1ncccn1	0.6	-0.8	0.4	7	4	6	-2.2	1.0	1	2.6	4
Cc1ccc(CSCCNC(=O)/C=C/c2ccc(Cl)cc2)cc1	-0.8	-1.1	1.0	4	0	0	-0.3	0.9	-1	3.5	0
COc1ccc(OC)c(NC(=O)C2CCCN2C(=O)C2CCC(C)CC2)c1 (configuration not stated)	0.8	-1.2	-0.8	-14	5	0	0.1	-1.6	1	-1.4	2
O=C(O)c1ccc(-n2cccc2/C=C2/NC(=O)N(c3cccc(Cl)c3)C2=O)cc1	2.4	-1.0	-0.5	0	1	-19	-0.6	-1.3	2	1.0	-5
Cc1[nH]oc(=O)c1N=Nc1ccccc1	-0.4	-1.4	-0.7	1	4	6	-1.5	0.3	2	-1.7	1
O=C(Nc1cccc(NC(=O)c2ccc(Cl)cc2Cl)c1)c1cccnc1	3.6	-1.4	-0.1	3	2	0	-1.5	0.2	1	-2.7	-3
COc1ccc(CNC(=O)COc2cc(=O)n(C)c3ccccc23)cc1	-1.9	-1.6	0.4	-4	0	2	-1.8	0.0	0	1.2	-3
CCN1CCN(c2c(C=O)c(Cl)nc3ccc(OC)cc23)CC1	0.9	-0.8	0.4	0	-8	-29	-0.2	-1.1	1	0.7	-1
COc1ccc(N2CCN(c3ncccc3C#N)CC2)cc1	3.0	-1.4	-0.7	8	1	4	-3.7	-0.9	1	-0.6	3
O=C(Cn1cc([N+](=O)[O-])cn1)Nc1ccn(Cc2c(F)c(F)cc(F)c2F)n1	-0.7	-1.2	-0.7	0	0	1	-2.2	0.1	-3	-2.0	0
O=C(COC(=O)CCC(=O)c1ccc(F)cc1)NCc1ccc(Cl)cc1	1.1	-0.9	-0.6	-14	-2	-1	2.0	0.3	0	4.0	6
COc1cc2c(cc1OC)CN(C(=O)c1nn(Cc3ccccc3)c(=O)c3ccccc13)CC2	0.6	-1.3	-2.5	-3	2	-7	-1.5	-0.9	0	-4.5	-13
Cc1ccc(NC(=O)C(SCC(=O)O)c2ccccc2)cc1C (configuration not stated)	-1.0	-0.9	0.8	-8	0	0	-1.5	-0.4	-5	1.3	-1
CSc1ccccc1-c1nnc(-c2ccc(Cl)cc2Cl)o1	0.7	-0.7	-0.3	-8	2	-2	-0.9	0.6	-4	1.4	-2
Cc1nn(-c2ccccc2)c(C)c1NC(=O)COC(=O)c1ccc(Cl)c(N)c1	1.3	-0.6	-1.1	-49	-17	-41	1.5	1.2	-11	-0.9	1
Cc1cc(C)c(NC(=O)C2CCCN2CCOC(=O)c2cccc([N+](=O)[O-])c2)c(C)c1 (configuration not stated)	5.1	-1.4	-0.5	4	0	2	-0.1	0.1	1	-2.3	1
COC(=O)C1=C(C)N(Cc2ccccc2)C(=S)N[C@H]1c1cccc(F)c1	1.3	-1.3	-0.3	11	1	0	-1.9	0.5	1	-0.9	0
COc1ccc(/C=C2/N=C(SC)NC2=O)cc1OC	4.2	-1.8	-0.2	-2	-14	-16	0.7	0.8	-1	-0.4	-5
Cc1ccc(NC(=O)COc2cccnc2[N+](=O)[O-])cc1S(=O)(=O)N1CCOCC1	0.5	-1.3	-0.6	-1	-2	-8	-1.1	-0.4	0	-3.8	-4
CC1CCCN(C(=O)CSc2nnc(-c3c[nH]c4ccccc34)o2)C1 (configuration not stated)	1.1	-0.7	-0.1	-1	-4	-2	-1.7	-0.1	-1	0.7	-10
O=C(c1ccccc1Br)N1N=C(c2ccccc2)CC1c1ccccc1F (configuration not stated)	-0.1	-1.3	-0.5	5	0	-7	0.2	1.3	2	2.9	-14
COc1cccc(NC(=O)CSc2nnc(CNC(=O)c3ccco3)n2C)c1	1.1	-0.7	0.2	-3	2	-5	-1.2	1.0	-2	1.6	1
FC(F)(F)c1cccc(NC(=S)NCc2ccccc2)c1	-2.9	-1.4	-0.9	14	-1	0	-2.3	-0.1	0	-1.0	-27

An excerpt from above in order of their number in HGIII-sPLA2 inh, rising.
| SMILES | HGIII-sPLA2 inh |
| --- | --- |
| CC1CCCN(C(=O)CSc2nnc(-c3c[nH]c4ccccc34)o2)C1 (configuration not stated) | -10 |
| COC(=O)C1=C(C)N(Cc2ccccc2)C(=S)N[C@H]1c1cccc(F)c1 | 0 |
| COc1cccc(NC(=O)CSc2nnc(CNC(=O)c3ccco3)n2C)c1 | 1 |

(listing goes on)
SMILES	GAA850 FXN act	ssDAF12 agonist	DAX1 inh-1	ADAM10 inh	PLC-gamma1 inh	PLC-beta3 inh	hcDAF-12 act	DAX1 inh-2	ADAM17 inh	hgDAF-12 ag	HGIII-sPLA2 inh
O=C(OCC(=O)N1CCOCC1)c1cc(-c2ccccc2)nc2ccccc12	-1.5	-1.3	-0.7	-284	-27	-27	-0.2	-0.5	-71	3.1	-5
CCCN(CC(=O)Nc1ccccc1OC)C(=O)CC1CCCC1	0.5	-1.5	-0.4	-7	-2	-9	-1.4	0.2	-3	0.3	7
CSc1nsc(SC)c1NC(=O)OCC1CCCO1 (configuration not stated)	0.4	-0.5	-0.7	3	0	3	0.6	1.6	-4	-1.6	7
CCOC(=O)Nc1ccc2c(c1)N(C(=O)N(C)C)c1ccccc1CC2	0.5	-1.4	-1.1	4	3	1	-1.0	-0.6	0	-2.4	-7
CCCNC(=O)OCc1cccnc1Sc1ccc(C)cc1	4.6	-0.6	2.8	12	6	2	-0.2	0.5	7	4.5	4
COc1ccc(C(=O)CN(C(=O)c2ccc(Cl)cc2)N2C(=O)c3ccccc3C2=O)cc1	0.5	-1.4	-0.3	-5	3	-3	-1.2	-1.2	-6	4.7	-6
O=c1c2cc(Cl)ccc2nc(-c2ccc(Cl)c(Cl)c2)n1O	0.7	-0.3	-0.1	-8	-2	-10	4.2	4.5*	-4	-0.1	-1
CCCOc1ccc([N+](=O)[O-])cc1C1NC(=S)NC(c2ccccc2)=C1C(=O)OCC (configuration not stated)	0.2	-1.6	-0.3	0	3	3	-2.2	-0.6	-4	-1.0	13
Cc1ccc(CN2CCC[C@]3(N[C@H](c4ccc(C(F)(F)F)cc4)[C@@H]4C(=O)N(C)C(=O)[C@@H]43)C2=O)cc1	-0.4	-0.7	-0.1	-4	0	5	-1.3	-0.5	-2	-0.3	-2
COc1nc(OCCNS(=O)(=O)c2ccc(C)cc2)nc(N(C)C)n1	2.4	-1.6	0.0	-1	4	-3	-0.6	1.5	-1	2.7	-7
Cc1cccc2cc(C(c3nnnn3C(C)(C)C)N3CCN(C(=O)c4ccco4)CC3)c(=O)[nH]c12 (configuration not stated)	-3.8	-1.3	1.0	-17	-18	-25	0.5	-0.8	-12	-1.0	11
Cc1ccc(C(=O)O)cc1-c1ccc(/C=C2\SC(=O)N(CC(=O)Nc3ccccc3)C2=O)o1	-0.9	-0.9	0.3	3	-37	-34	0.6	1.7	-2	-1.0	-11
Cn1c(NC(=O)C[n+]2cc(-c3ccc(F)cc3)n3c2CCC3)cc(=O)n(C)c1=O	2.3	0.3	-0.1	-12	-1	-4	-1.9	2.3	3	-0.7	16
O=C(NCCCn1ccnc1)c1cccc(S(=O)(=O)Nc2ccc(F)cc2)c1	1.6	-0.8	1.4	3	-1	3	0.0	1.0	0	2.9	-6
CCOc1ccc2nc3c(cc2c1)CN(CCOC)C(=NC)S3	1.5	-0.1	-0.6	-39	-4	1	0.4	0.6	-14	0.6	2
CSCCC(NC(N)=O)C(=O)N(C)CC(=O)Nc1cc(C)ccc1C (configuration not stated)	0.8	-1.2	-0.1	-2	1	1	-0.5	0.4	-2	-1.6	-4
COC(=O)CCCC1=CC2=CC(=O)C(C)(OC(=O)c3cccs3)C(=O)C2=CN1CCCCO (configuration not stated)	-2.1	-1.2	0.9	-6	-9	-18	1.6	0.9	1	0.7	2
CCC(Sc1nc(-c2ccccc2)c(C#N)c(=O)[nH]1)C(=O)Nc1cc(C)on1 (configuration not stated)	1.0	-1.6	1.0	-4	-4	-5	-0.2	0.7	-3	-1.5	-41
Cc1ccc(NS(=O)(=O)N2CCOCC2)cc1Cl	0.5	-0.9	-0.1	-2	-1	-12	-2.7	0.3	-2	-1.3	2
CC(C)(C)C(=O)NC1CC2CCCC(C1)N2C(=O)Nc1cccc(Cl)c1 (configuration not stated)	-0.9	-1.6	0.5	2	-3	-7	0.2	0.0	-2	1.0	-1
CC(C)COC(=O)NCC12C=CC(O1)C1C(=O)N(c3ccc(Cl)cc3)C(=O)C12 (configuration not stated)	-1.1	-0.9	-0.5	12	0	3	-2.2	-0.7	-1	0.6	0
O=C(Nc1ccc2ccccc2c1)N1CCN(c2ncccc2C(F)(F)F)CC1	0.2	-0.4	-0.3	-273	-125	-142	1.9	0.2	-81	-0.2	1
COc1ccc(C(CNC(=O)C2COc3ccccc3O2)N2CCCC2)cc1 (configuration not stated)	0.5	-0.7	0.3	-4	-3	-6	1.8	0.0	-3	0.9	1
COC(=O)C1C2C=CC3(CN(CCc4ccccc4)C(=O)C13)O2 (configuration not stated)	-0.8	-0.6	-0.3	3	-1	2	0.3	-0.7	-2	2.0	5
CCN(Cc1ccccc1)C(=O)COC(=O)[C@@H]1CCCN1C(=O)c1cccs1	-0.3	-0.6	-0.8	-20	0	-1	-1.8	1.1	-5	-2.0	14
Cc1ccc(CNC(=O)C(=O)NCC2CCCO2)cc1 (configuration not stated)	2.0	-0.8	0.2	11	2	0	-0.7	0.8	-1	0.5	4

Screens from PubChem BioAssay.
